# Screening results from PubChem BioAssay.
# Fh CTSL1 inh: counter-screen for PFM18AAP inhibitors: inhibitors of F. hepatica cathepsin L1. actives 0.49% (n = 300,000). inhibition, % at 5.96 µM. recombinant F. hepatica cathepsin L1, Z-Leu-Arg-MCA fluorescence;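 active = inhibition above the mean of all tested compounds plus 3 SD, set per screening campaign, cut at about 17% in these data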;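 also: 0% = plate median of test compound wells and 100% = 1 µM Z-Phe-Ala-diazomethylketone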
# GRK2 inh: inhibitors of human GRK2 displacing RNA aptamer | bead flow cytometry, FAM-aptamer displacement from GRK2 | inhibition of aptamer binding, % at 10 µM | actives 0.59% (n = 330,000);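 active = inhibition of aptamer binding above 40%, roughly 3 SD of noise, on plates passing a quality check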;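 also: median bead fluorescence of bound FAM aptamer so fluorescent compounds give negative values; no value below 0 was filed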
# Target sequence (P25098 whole entry, looked up): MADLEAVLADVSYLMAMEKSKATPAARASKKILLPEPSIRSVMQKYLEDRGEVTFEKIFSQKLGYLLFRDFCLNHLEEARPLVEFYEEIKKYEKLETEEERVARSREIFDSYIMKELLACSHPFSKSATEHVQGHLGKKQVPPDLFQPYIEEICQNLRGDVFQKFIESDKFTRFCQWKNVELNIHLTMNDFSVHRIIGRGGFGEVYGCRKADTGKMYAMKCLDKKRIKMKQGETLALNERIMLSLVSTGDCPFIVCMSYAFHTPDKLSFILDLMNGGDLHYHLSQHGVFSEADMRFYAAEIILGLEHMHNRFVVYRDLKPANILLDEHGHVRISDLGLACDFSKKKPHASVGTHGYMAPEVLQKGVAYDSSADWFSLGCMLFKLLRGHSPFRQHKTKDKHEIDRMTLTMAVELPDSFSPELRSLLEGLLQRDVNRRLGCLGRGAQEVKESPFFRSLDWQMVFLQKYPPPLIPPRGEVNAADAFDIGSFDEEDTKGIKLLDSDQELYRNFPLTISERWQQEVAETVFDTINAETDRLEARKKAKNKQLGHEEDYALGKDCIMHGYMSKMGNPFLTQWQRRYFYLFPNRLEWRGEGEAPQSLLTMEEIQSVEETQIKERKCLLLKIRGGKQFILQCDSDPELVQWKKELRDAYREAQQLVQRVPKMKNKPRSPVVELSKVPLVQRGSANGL
# core dimer inh: blocks dimerization of HCV core protein | TR-FRET GST/Flag-core106 dimerization, 1536-well | inhibition, % at 5 µM | actives 0.33% (n = 300,000);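 active = inhibition above the mean of all tested compounds plus 3 SD, set per screening campaign, cut at about 45% in these data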
#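 Material: GST/Flag-tagged HCV core106 proteins. Incubation: 4 h, 22.5 °C incubation. Read-out basis: inhibition (%) from 671 over 617 nm ratio. Measured by: TR-FRET, excitation 340 nm, emission 617 and 671 nm.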
# proCasp3 act: activates human procaspase-3 | P42574 | recombinant procaspase-3 D3A, Ac-DEVD-pNA absorbance 405 nm | activation, % at 8.5 µM | actives 0.11% (n = 330,000);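 active = activation above the mean of all tested compounds plus 3 SD, cut at about 21% in these data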;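 also: 0% = DMSO alone and 100% = DMSO wells spiked with extra 5 µM PC-3 D3A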
#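 Compound: 8.5 µM single point, 0.8% DMSO / Material: Autoprocessing-dead procaspase-3 D3A mutant enzyme / Timing: 1 h preincubation plus 2 h reaction at 25 °C / Medium: Zinc-free HEPES/NaCl buffer with 0.01% Triton X-100 at pH 7.4 / Technique: 405 nm absorbance of p-nitroaniline, reads at 0 and 120 min / Repeats: one well per compound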
# VLA-4 inh: inhibition in a human VLA-4 binding assay. VLA-4 expressing cells, ligand binding flow cytometry. inhibition, % (about 7 µM as worked out from the volumes in the protocol). actives 0.2% (n = 330,000); in the data active = inhibition above about 50%
# PP1 inh: counter-screen for PP5 inhibitors: inhibitors of human PP1-alpha; P62136; purified PP1alpha, OMFP fluorescence; inhibition, % at 6.7 µM; actives 0.9% (n = 320,000);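 active = inhibition above the mean inhibition of all tested compounds plus 3 SD, computed separately for each screening campaign, cut at about 15% in these data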
# Target sequence (P62136 whole entry, looked up): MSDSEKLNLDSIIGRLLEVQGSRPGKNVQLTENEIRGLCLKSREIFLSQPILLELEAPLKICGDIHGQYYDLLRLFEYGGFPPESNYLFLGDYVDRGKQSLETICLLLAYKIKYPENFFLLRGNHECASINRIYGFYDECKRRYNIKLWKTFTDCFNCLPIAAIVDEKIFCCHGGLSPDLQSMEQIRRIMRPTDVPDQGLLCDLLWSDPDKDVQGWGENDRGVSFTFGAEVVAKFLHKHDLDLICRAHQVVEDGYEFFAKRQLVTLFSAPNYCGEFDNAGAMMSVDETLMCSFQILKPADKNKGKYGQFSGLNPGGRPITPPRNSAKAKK
# JMJD2C inh: inhibitors of human GASC-1 (JMJD2C) demethylase | Q9H3R0 | GST-JMJD2C(1-420) H3K9me3 demethylation, DELFIA europium | inhibition, % at 2.35 µM | actives 0.069% (n = 330,000) | AID 2099;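 active = more than half of a compound's replicate wells show inhibition beyond 50%, single wells judged on their own value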;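 also: signal counts dimethyl H3K9 product captured on neutravidin plate; 0% = median of DMSO wells and 100% = 0.3 times that DMSO median; strong numbers were not always called active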
# PP5 inh: blocks human protein phosphatase 5 activity | P53041 | purified PP5c, OMFP substrate fluorescence | inhibition, % at 6.7 µM | actives 0.18% (n = 320,000);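 active = inhibition above the campaign's mean inhibition across all tested compounds plus 3 SD, cut at about 9.5% in these data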;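 also: 0% = DMSO only and 100% = 100 µM cantharidin control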
# procasp7 counter: counter-screen: procaspase-7 (human) activation; P55210; actives 0.093% (n = 330,000); recombinant procaspase-7, Ac-DEVD-pNA absorbance 405 nm; D23A/D198A/D206A triple mutant, cannot self-cleave; scale: DMSO 0, 5 µM enzyme 100; activation, % at 8.5 µM;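 active = percent activation above the screen-wide mean plus 3 SD, cut at about 25% in these data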
#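 Assay system: Uncleavable procaspase-7 mutant enzyme | Input: 2 µM procaspase-7 mutant as dispensed | Timing: 1 h compound preincubation, 2 h substrate cleavage, 25 °C | Repeats: One well per compound | Control set: DMSO wells as 0%, DMSO with 5 µM added PC-7 as 100% | Technique: Epi-absorbance of released pNA at 405 nm, two timepoints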
# The depositor's hits bear a star; nt = not tested or not shown.
# Preview, 2 compounds:
SMILES,Fh CTSL1 inh,GRK2 inh,core dimer inh,proCasp3 act,VLA-4 inh,PP1 inh,JMJD2C inh,PP5 inh,procasp7 counter
O=S(=O)(Cc1ccccc1)Nn1cnnc1,-1,2,-2,4,-1,2,-13,0.6,0
CCn1c(SCC(=O)Nc2ccccc2)nc2nc3c(cc2c1=O)COC(C)(C)C3,0,1,1,1,12,-2,-5,0.9,-2

# The whole of this part, from the first entry:
SMILES,Fh CTSL1 inh,GRK2 inh,core dimer inh,proCasp3 act,VLA-4 inh,PP1 inh,JMJD2C inh,PP5 inh,procasp7 counter
O=S(=O)(Cc1ccccc1)Nn1cnnc1,-1,2,-2,4,-1,2,-13,0.6,0
CCn1c(SCC(=O)Nc2ccccc2)nc2nc3c(cc2c1=O)COC(C)(C)C3,0,1,1,1,12,-2,-5,0.9,-2
O=C(Nc1ccccc1)[C@@H]1CCCN1S(=O)(=O)c1ccc(Cl)cc1,nt,0,nt,-5,5,nt,-5,nt,4
COC(=O)[C@@]1(Cc2ccc(OC)cc2)[C@@H]2C(=CC(=O)[C@H]2CC(=O)C(=O)N(C)C)CN1C(=O)c1ccccc1,-1,4,8,7,8,0,14,0.6,7
COc1ccc2cc(C(C)c3nc4ccccc4c(=O)n3N)ccc2c1 (configuration not stated),2,2,1,-1,21,3,-5,-1.2,4
Cc1ccc(N2C(S)=C(C#N)C(=O)NC2c2ccco2)cc1 (configuration not stated),-1,3,-2,-14,1,-1,10,-1.1,-4
NC(=O)c1ccsc1NC(=O)CSc1nc2ccccc2c(=O)n1CCCO,7,1,-8,0,-7,-5,33,2.8,0
CCOC(=O)N1CCN(C(=O)COC(=O)c2ccccc2NCCO)CC1,-1,1,-4,5,12,-5,-3,-0.7,1
CC(C)(C)c1ccc(OCCn2ccccc2=O)cc1,-2,0,-4,2,31,4,-2,2.7,-10
O=C(CSc1ccc(Cl)cc1)OCc1nnc(-c2ccccc2)o1,-5,0,7,5,4,2,9,0.8,-1
CCOC(=O)C1(Cc2ccc(Cl)cc2)CCN(C(=O)CCc2cnccn2)CC1,14,0,3,-6,-7,-2,16,-0.6,-1
O=C(C1CCN(S(=O)(=O)c2ccccc2)CC1)N1CCOCC1,-2,0,-2,1,26,-5,-6,0.9,-4
O=C(NCc1ccccc1Cl)c1cnccc1C(F)(F)F,0,0,-7,-2,7,-1,-5,0.2,1
Cn1c(=O)c2c(nc(Br)n2Cc2ccc3ccccc3c2)n(C)c1=O,1,2,0,0,6,0,-2,0.8,2
O=c1c(-c2ccccc2)c[nH]n1-c1cccc([N+](=O)[O-])c1,-9,1,-20,-3,-2,-3,-12,4.5,3
Cc1cc(=O)[nH]c(SCC(=O)Nc2ccnc3ccccc23)n1,-5,3,-1,3,6,-3,-5,1.3,-3
COc1ccc2c(c1)c(C(=O)N1CCN(C)CC1)c(C)n2-c1ccccc1,-3,5,4,8,-6,5,-23,1.9,5
O=C(Nc1ccc(N2CCOCC2)nc1)c1cccs1,-1,0,0,-3,22,1,4,-1.4,-4
COCCOC(=O)c1c(NC(=O)CNc2ccc(C)c(F)c2)sc(C(N)=O)c1C,-3,1,5,9,-5,-5,-1,1.6,10
COc1ccc(C2=NC(=O)/C(=C\c3cc(OC)c(OC)c(OC)c3)O2)cc1,-2,3,0,26*,-3,-1,3,-0.1,23
O=C(CSc1ccc2ccccc2c1)NCCc1ccc(O)c(O)c1,2,4,1,-32,11,-2,-11,-2.0,-41
COc1cccc(/C=N/NC(=O)c2cccs2)c1,-2,1,-5,-3,19,-6,-5,1.9,-2
CC(C)N1CCN(c2ccncc2S(=O)(=O)N2CCOCC2)CC1,9,0,3,-3,2,-5,10,-1.0,12
CCCCN(CC)CCCNC(=O)c1csc2c1CCCCC2,3,2,4,11,-1,-6,-2,1.4,2
CCCN(CC(=O)Nc1ccccc1C)C(=O)c1ccc(=O)n(Cc2ccccc2)n1,-2,1,-4,7,-1,-3,4,-1.6,0
CC(=O)c1ccc(-n2c(CCC(=O)O)ccc2-c2ccc(C)cc2)cc1,3,0,7,-8,1,0,-1,-1.8,-1
CCN(CC)S(=O)(=O)c1ccc(NCCCn2ccnc2)c([N+](=O)[O-])c1,-4,0,7,-11,-26,2,10,-0.3,14
COc1ccc(/C=N/Nc2nc3ccccc3o2)cc1OC,1,3,-5,0,-5,-3,-2,2.7,-2
COc1c2ccoc2cc2oc(=O)ccc12,nt,1,nt,4,8,nt,nt,nt,3
COc1ccc(NS(=O)(=O)c2cc(NC(=O)c3ccco3)ccc2N2CCCCC2)cc1,-1,0,15,2,17,0,1,5.5,6
O=c1[nH]cc(COCC(F)CCl)c(=O)[nH]1 (configuration not stated),0,1,0,10,20,-2,-1,-1.2,4
CC(C)Oc1ccc(/C=C/C(=O)NCC2COc3ccccc3O2)cc1 (configuration not stated),4,0,3,0,7,1,-2,5.0,0
Cc1ccc[n+](-c2nc([O-])sc2/C=N/Nc2ccc([N+](=O)[O-])cc2)c1,-2,0,-14,4,7,-2,-6,2.8,-7
COCCCNC(=O)CCc1nc2cccnc2n1Cc1ccc(OC)cc1,1,0,-1,9,6,0,-6,-2.6,8
CN(CC(=O)Nc1ccc(F)cc1)C(=O)CCc1nc2ccccc2c(=O)[nH]1,7,1,-9,1,-13,-5,-1,2.8,-3
CCOc1ccc(-c2nc(C#N)c(N3CCN(CC)CC3)o2)cc1,1,0,5,0,6,1,-4,0.9,10
Cc1ccc(S(=O)(=O)CC(=O)Nc2ccccn2)cc1,-1,1,10,5,4,1,-5,-0.6,1
Cc1ccc(-c2cc(C(=O)NCc3ccco3)c3ccccc3n2)o1,14,0,66*,2,-15,15*,14,-3.8,-29
c1ccc(-n2ncc3c(NCCN4CCCCC4)ncnc32)cc1,-4,0,-1,8,7,-2,-5,1.3,-7
Cc1ccc(Nc2nc(N3CCOCC3)nc(N3CCOCC3)n2)cc1,-2,1,1,3,32,-3,0,1.0,7
CC(C)(C)OC(=O)N1CCC(c2cc(=O)n3[nH]c(-c4ccc(Cl)cc4)cc3n2)CC1,1,88*,7,1,-1,11,-7,0.7,-3
Cc1noc(C)c1NC(=O)Nc1ccc2c(c1)C(=O)N([C@H](C)CO)C[C@H](C)[C@@H](CN(C)C(=O)NC(C)C)O2,nt,0,nt,11,-11,nt,nt,nt,20
Cc1c(C(c2cc(O)ccc2Cl)c2c(C)n(C)n(-c3ccccc3)c2=O)c(=O)n(-c2ccccc2)n1C,-1,4,4,0,2,1,4,1.3,4
CCN(CC)C(=O)c1ccc(Cn2cc([N+](=O)[O-])cn2)o1,-2,0,-16,-3,-15,9,4,4.3,1
CC1(C(=O)OCC(=O)Nc2ccc3ccccc3c2)CC1(Cl)Cl (configuration not stated),1,1,2,-3,-1,2,2,4.5,1
COc1ccc(C2C3=C(CC(C)(C)CC3=O)Nc3c2c(=O)n(C)c(=O)n3C)cc1OC (configuration not stated),-2,2,5,6,0,3,4,0.0,27*
COc1ccc(C(CCNCc2ccc(N(C)C)cc2)c2ccccc2)cc1 (configuration not stated),-15,0,2,0,15,4,-12,-1.8,-10
N#Cc1ccc(C(c2nnnn2CCc2ccccc2)N2CCCCCC2)cc1 (configuration not stated),2,0,2,-10,2,8,3,1.9,-1
OC(CCN1CCCCC1)(c1ccccc1)C1C[C@@H]2C=C[C@H]1C2 (some centres not stated),3,0,-5,2,9,-2,nt,3.4,1
CCOC(=O)C(=O)Nc1nnc(Cc2ccc(OC)c(OC)c2)s1,-4,1,8,6,8,-5,1,1.9,4

# An excerpt from above in order of length of the SMILES, smallest number first:
SMILES,Fh CTSL1 inh,GRK2 inh,core dimer inh,proCasp3 act,VLA-4 inh,PP1 inh,JMJD2C inh,PP5 inh,procasp7 counter
Cc1ccc(S(=O)(=O)CC(=O)Nc2ccccn2)cc1,-1,1,10,5,4,1,-5,-0.6,1
c1ccc(-n2ncc3c(NCCN4CCCCC4)ncnc32)cc1,-4,0,-1,8,7,-2,-5,1.3,-7
CCOC(=O)C(=O)Nc1nnc(Cc2ccc(OC)c(OC)c2)s1,-4,1,8,6,8,-5,1,1.9,4
CC1(C(=O)OCC(=O)Nc2ccc3ccccc3c2)CC1(Cl)Cl (configuration not stated),1,1,2,-3,-1,2,2,4.5,1
COc1ccc(C(CCNCc2ccc(N(C)C)cc2)c2ccccc2)cc1 (configuration not stated),-15,0,2,0,15,4,-12,-1.8,-10
CCN(CC)C(=O)c1ccc(Cn2cc([N+](=O)[O-])cn2)o1,-2,0,-16,-3,-15,9,4,4.3,1
OC(CCN1CCCCC1)(c1ccccc1)C1C[C@@H]2C=C[C@H]1C2 (some centres not stated),3,0,-5,2,9,-2,nt,3.4,1
CN(CC(=O)Nc1ccc(F)cc1)C(=O)CCc1nc2ccccc2c(=O)[nH]1,7,1,-9,1,-13,-5,-1,2.8,-3
COc1ccc(C2C3=C(CC(C)(C)CC3=O)Nc3c2c(=O)n(C)c(=O)n3C)cc1OC (configuration not stated),-2,2,5,6,0,3,4,0.0,27*
CC(C)(C)OC(=O)N1CCC(c2cc(=O)n3[nH]c(-c4ccc(Cl)cc4)cc3n2)CC1,1,88*,7,1,-1,11,-7,0.7,-3
Cc1c(C(c2cc(O)ccc2Cl)c2c(C)n(C)n(-c3ccccc3)c2=O)c(=O)n(-c2ccccc2)n1C,-1,4,4,0,2,1,4,1.3,4
Cc1noc(C)c1NC(=O)Nc1ccc2c(c1)C(=O)N([C@H](C)CO)C[C@H](C)[C@@H](CN(C)C(=O)NC(C)C)O2,nt,0,nt,11,-11,nt,nt,nt,20

# The listing continues:
SMILES,Fh CTSL1 inh,GRK2 inh,core dimer inh,proCasp3 act,VLA-4 inh,PP1 inh,JMJD2C inh,PP5 inh,procasp7 counter
COc1cc2c3c(c1)c(N=NC(N)=S)c(O)n3C(C)(C)C=C2C,14,0,-9,-8,5,0,-3,0.3,-2
CCCN(CCC)S(=O)(=O)c1ccc(NC(=O)C2CCCO2)cc1 (configuration not stated),-4,0,-1,4,4,-2,6,1.3,0
COc1cccc(CNCc2cccc(Br)c2)c1OC,-1,0,7,7,2,1,-2,2.5,5
O=C1CCCC(O)=C1C1C2=C(CCCC2=O)Oc2ccccc21 (configuration not stated),3,0,-1,-7,-4,-2,-26,0.7,-23
CCOCCCNC(=O)CN1C(=O)COc2ccc(S(=O)(=O)N3CCOCC3)cc21,0,1,-8,5,-21,-4,9,-0.2,0
CCCCNC(=S)N/N=C/c1sccc1C,11,0,-1,-1,1,-3,-7,1.6,-8
CC1(C)CC(NC(=O)c2ccc(Cl)c(Cl)c2)CC(C)(C)N1,-2,0,-5,0,17,-1,7,1.7,8
O=C(CCSc1ccccc1)Nc1nccs1,0,1,-2,-10,7,-1,7,-0.7,-2
C=CCn1c(=O)c2ccccc2n2c(SCC(=O)O)nnc12,1,0,-5,2,-15,-1,-14,-1.5,7
Cc1cc(C)c(NC(=O)C2CCCCN2C)c(C)c1 (configuration not stated),1,0,-5,3,-17,-1,-4,1.8,-3
Cc1c(C(=O)Nc2c(F)cccc2F)sc2ncnc(N3CCN(c4ccccc4)CC3)c12,2,0,5,3,-1,4,-12,4.8,12
